Source: PubChem
CHT block: inhibitors of human choline transporter CHT. actives 0.86% (n = 310,000). High affinity choline transporter 1 (Homo sapiens), Q9GZV3. AID 488975, 2010. CHT-expressing cells, membrane potential dye, choline response; hits give low values. B-score at 10 µM;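 active = B-score over 3 SD under the library average, and starting fluorescence ratio not unusually high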;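 note: choline stimulus applied at its EC90 after an EC20 pre-addition; B-score computed on integrated fluorescence ratio after choline addition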
Target sequence (Q9GZV3 whole entry, looked up): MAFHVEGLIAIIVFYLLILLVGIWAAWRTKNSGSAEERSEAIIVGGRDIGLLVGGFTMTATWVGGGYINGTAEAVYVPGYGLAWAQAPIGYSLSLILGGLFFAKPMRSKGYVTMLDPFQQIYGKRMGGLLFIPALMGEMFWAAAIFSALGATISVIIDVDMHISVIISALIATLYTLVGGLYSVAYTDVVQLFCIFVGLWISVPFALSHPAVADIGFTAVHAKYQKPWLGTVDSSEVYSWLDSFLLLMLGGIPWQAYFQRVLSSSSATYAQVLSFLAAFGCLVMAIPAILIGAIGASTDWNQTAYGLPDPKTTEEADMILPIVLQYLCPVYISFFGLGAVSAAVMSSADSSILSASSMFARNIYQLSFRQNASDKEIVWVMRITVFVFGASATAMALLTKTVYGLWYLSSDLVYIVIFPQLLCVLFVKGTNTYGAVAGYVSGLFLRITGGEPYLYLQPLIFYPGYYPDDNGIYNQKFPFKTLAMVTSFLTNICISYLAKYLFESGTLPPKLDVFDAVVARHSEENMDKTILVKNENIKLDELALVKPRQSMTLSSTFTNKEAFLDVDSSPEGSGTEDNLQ
CHT PAM: CHT positive allosteric modulators, primary screen, cell-based, membrane potential dye, choline EC20 | B-score at 10 µM | AID 488977, 2010 | High affinity choline transporter 1 (Homo sapiens), Q9GZV3 | CHT-expressing cells; hits give high values; LV-AA mutant CHT in HEK293 cells | actives 0.49% (n = 310,000);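 active = initial fluorescence not abnormally high and integrated response B-score, plate-corrected, over 3 SD above library mean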
Calls only; i = inactive.

SMILES	CHT block	CHT PAM
O=C(CSc1nnc(C2CC2)n1-c1ccccc1)NCCc1ccccc1	i	i
O=C(NN1CCOCC1)c1cccc(Cl)c1	i	i
O=C(Cn1cnc2cc([N+](=O)[O-])ccc2c1=O)Nc1cccc2ccccc12	i	i
CC(C)Oc1ccc(Cc2cnc(=S)[nH]c2N)cc1	i	i
CS(=O)(=O)N(CC(=O)N1CCCCC1)c1ccc(Cl)c(C(F)(F)F)c1	i	i
Cc1ccc(C(=O)N/C(=C\c2cn(C)c3ccccc23)C(=O)NCCCN2CCOCC2)cc1	i	i
COc1ccc(NC(=O)CSc2ncnc3c2cnn3CCc2ccccc2)cc1	i	i
COC(=O)CN(C)C(=O)c1ccc2nc(Cc3cccc(Cl)c3)oc2c1	i	i
O=C(/C=C/c1ccc(Cl)cc1)NCCSc1ccccc1	i	i
Cc1nnc(-c2ccccc2)c[n+]1[O-]	i	i
CCOc1ccc(S(=O)(=O)NCCC(=O)N2CCCCCCC2)cc1	i	i
NC(=O)CN1CCN(c2cccc(Cl)c2)CC1	i	i
CN(c1ccccc1)S(=O)(=O)c1ccc(Cl)c(C(=O)OCC(=O)N2CCOCC2)c1	i	i
CC(=O)Oc1ccc2nc(CN3C(=O)c4ccc([N+](=O)[O-])cc4C3=O)oc(=O)c2c1	i	i
COc1cccc(Cn2c(NCc3ccco3)nc3c2c(=O)n(C)c(=O)n3C)c1	i	i
Cc1cc(NS(=O)(=O)c2ccc(NC(=O)C(C(C)C)N3C(=O)c4ccccc4C3=O)cc2)nc(C)n1 (centres undefined)	i	i
Oc1cccc(Nc2nc(O)c(/C=C3\C=Nc4ccccc43)s2)c1	i	i
CCNC(=S)NCCN1CCCCC1	i	i
COc1cc2c(cc1OC)C(c1ccccc1C)CC(=O)N2 (centres undefined)	i	i
O=C(OCc1csc(-c2ccccc2)n1)c1ccccc1O	i	i
CC(C)OP(=O)(OC(C)C)C(Nc1ccccc1)c1ccccc1C(F)(F)F (centres undefined)	i	i
COc1ccc(C(=O)O)cc1S(=O)(=O)NCCc1ccccn1	i	i
COCCCN1C(=O)/C(=C/c2ccc(CNS(=O)(=O)c3ccccc3)o2)C(C(=O)OC)=C1C	i	i
CS(=O)(=O)Nc1ccccc1N=C(c1ccccc1)c1ccccc1	i	i
O=C(NCCCc1ccccc1)c1ccc(CS(=O)Cc2ccc(Cl)cc2)o1 (centres undefined)	i	i

Of the compounds above, 3 have a furan ring, fused or not:
SMILES	CHT block	CHT PAM
COc1cccc(Cn2c(NCc3ccco3)nc3c2c(=O)n(C)c(=O)n3C)c1	i	i
COCCCN1C(=O)/C(=C/c2ccc(CNS(=O)(=O)c3ccccc3)o2)C(C(=O)OC)=C1C	i	i
O=C(NCCCc1ccccc1)c1ccc(CS(=O)Cc2ccc(Cl)cc2)o1 (centres undefined)	i	i

(continued)
SMILES	CHT block	CHT PAM
Cc1cccc(-c2nnc(SCC(=O)Nc3cc(C)on3)n2C)c1	i	i
Cc1ccc(NC(=O)NC2CCN(CC(=O)Nc3nccs3)CC2)cc1	i	i
Clc1cccc(Cl)c1Cn1cnc2c(N3CCCCCC3)ncnc21	i	i
COc1cccc2cc(C(=O)Nc3ccccc3C)/c(=N/NS(=O)(=O)c3ccccc3)oc12	i	i
[O-][N+]12CCN(CC1)c1ccccc12	i	i
Cc1cc(C)cc(OCC(=O)Nc2ccc(S(=O)(=O)Nc3ccccn3)cc2)c1	i	i
CC1=NNC(=O)C1CC(=O)N/N=C(/C)c1cccc([N+](=O)[O-])c1 (centres undefined)	i	i
COc1cc(CC(NC(C)=O)C(=O)NC2CCN(C(=O)c3ccc(C)cc3)CC2)cc(OC)c1 (centres undefined)	i	i
COc1ccc(NC2CS(=O)(=O)CC2NCc2ccccc2)cc1 (centres undefined)	i	i
O=C(O)CCc1ccc(-c2ccccc2)n1CC(=O)O	i	i
CC1CCCCN1CCNC(=O)C1CCN(S(=O)(=O)c2cccc3cccnc23)CC1 (centres undefined)	i	i
Cc1ccc2oc(-c3ccc(C)c(NC(=S)NC(=O)c4cccs4)c3)nc2c1	i	i
COc1cccc(CSc2nc3ccccc3[nH]2)c1	i	i
CNS(=O)(=O)c1ccc(NC(=O)C2CC(=O)N(c3ccc(Cl)cc3)C2)cc1 (centres undefined)	i	i
Cc1nc2c(C)cccn2c1/C(O)=C1\C(=O)C(=O)N(CCN(C)C)C1c1ccccc1 (centres undefined)	i	i
O=C(CN1CCN(Cc2ccccc2)CC1)N/N=C/C=C/c1ccco1	i	i
Cc1cc(NC(=O)c2ccc(Cl)cc2)c(C)cc1O	i	i
Cn1cccc1/C=C1\SC(=O)N(CC(=O)Nc2ccc(Cl)cc2)C1=O	i	i
CCOC(=O)C1=C(c2ccccc2)NC(=O)NC1c1cccc(OC)c1OC (centres undefined)	i	i
O=C(Cc1c[nH]c2ccccc12)NCc1ccc2c(c1)OCO2	i	i
CCOC(=O)N1CCN(CC(O)COc2ccc(C(C)C)c(C)c2)CC1 (centres undefined)	i	i
O=C(Nc1ccc(F)cc1)c1oc2ccccc2c1NC(=O)C1CCCC1	i	i
O=C1CCN(CCc2ccccc2)CCN1CCSc1ccc(Br)cc1	i	i
O=C(COC(=O)C1CSC2(c3ccc(F)cc3)CCC(=O)N12)NC(=O)NC1CCCC1 (centres undefined)	i	i
COc1ccc(NC(=O)C2CCCCN2S(=O)(=O)c2ccc(F)cc2)c(OC)c1 (centres undefined)	i	i

One compound at a time (already shown):
Results for `O=C(COC(=O)C1CSC2(c3ccc(F)cc3)CCC(=O)N12)NC(=O)NC1CCCC1` (centres undefined) → CHT block = i; CHT PAM = i
Results for `CC1=NNC(=O)C1CC(=O)N/N=C(/C)c1cccc([N+](=O)[O-])c1` (centres undefined) → CHT block = i; CHT PAM = i
Results for `COc1ccc(NC(=O)C2CCCCN2S(=O)(=O)c2ccc(F)cc2)c(OC)c1` (centres undefined) → CHT block = i; CHT PAM = i

Nothing new here: entries from further up.
SMILES	CHT block	CHT PAM
Cn1cccc1/C=C1\SC(=O)N(CC(=O)Nc2ccc(Cl)cc2)C1=O	i	i
CCOC(=O)C1=C(c2ccccc2)NC(=O)NC1c1cccc(OC)c1OC (centres undefined)	i	i

Next part.
SMILES	CHT block	CHT PAM
O=C(O)c1ccc2oc(=O)c(S(=O)(=O)c3ccccc3)cc2c1	i	i
O=C1C2CCCN2C(c2ccc(Br)cc2)N1c1ccc(F)cc1 (centres undefined)	i	i
Cc1ccc(CC(=O)Nc2nc3ccccc3[nH]2)cc1C	i	i
Cc1cccc(C(=O)NCCNc2nc3cc(C)c(C)cc3cc2C)c1	i	i
CC12CCC(=O)N1C(C(=O)NNC(=O)COc1cccc(C(F)(F)F)c1)CS2 (centres undefined)	i	i
CCCCC(=O)Nc1ccc(NCc2ccc(C)s2)cc1	i	i
Cc1nn(C)c(Oc2cccc(Cl)c2)c1C(=O)O	i	i
CCc1ccc(NC(=O)CN2C(=O)CC(C)S(=O)(=O)c3ccccc32)cc1 (centres undefined)	i	i
O=[N+]([O-])c1ccc(O)c(/C=N/n2c(-c3ccccc3)n[nH]c2=S)c1	i	i
O=C(N1CCOCC1)N1CCc2ccccc21	i	i
O=C1c2ccccc2CN1c1ccccc1	i	i
C=C(C)C(=O)Nc1cccc(C2=NOC3(C2)C[C@@H](C(N)=O)N(C(=O)c2cc([N+](=O)[O-])cc([N+](=O)[O-])c2)C3)c1 (some centres undefined)	i	i
O=C(OCc1ccccc1)/C(=C(\O)c1ccccc1Br)c1ccc(-c2ccccc2)cn1	i	i
O=[N+]([O-])c1nn(-c2ccc3c(c2)OCCO3)n(O)c1=NC1CCCCCC1	i	i
Cc1ccnc(NS(=O)(=O)Cc2ccccc2)c1	i	i
O=c1c2c3c(sc2n(CCN2CCCC2)c(=O)n1Cc1ccco1)CCCCC3	i	i
Cc1ccc(C)c(S(=O)(=O)N2CCCCC2CCNC(=O)C(=O)NC2CC2)c1 (centres undefined)	i	i
Cc1cc(=O)[nH]c(SCC(=O)Nc2ccc(S(=O)(=O)N3CCCCC3)cc2)n1	i	i
Cc1ccc(C(=O)N/N=C/c2cc(Br)ccc2O)cn1	i	i
CC(C)Nc1nnc(SCC(=O)c2c[nH]c3ccccc23)s1	i	i
CCc1nn(C)c(N)c1C	i	i
Cc1ccc(NCC(=O)N/N=C/c2cccc(Br)c2)cc1	i	i
Cc1ccc(N2C(=O)CC(NNc3nc4ccccc4s3)C2=O)cc1C (centres undefined)	i	i
Cc1ccc(CN=c2c([N+](=O)[O-])nn(-c3ccc(Cl)cc3)n2O)cc1	i	i
O=C1CCCCCC1C1(O)C(=O)Nc2ccccc21 (centres undefined)	i	i

Next section:
SMILES	CHT block	CHT PAM
O=C(O)Cc1ccc(NC(=S)NCc2ccco2)cc1	i	i
CC(C)(C)NC(=O)C(c1ccco1)N(C(=O)c1csnn1)c1ccccc1 (centres undefined)	i	i
CC(=O)Nc1ccccc1NC(=O)c1cc(C)cc(C)c1	i	i
Cc1nnc(NC(=O)CSc2nnc(C)n2-c2ccc(F)cc2)s1	i	i
O=C(CSc1ccc(Cl)cc1)Nc1ccccc1N1CCN(C(=O)c2ccc(Cl)cc2)CC1	i	i
Cc1cc(C)n(CCNC(=O)C2CCC(=O)N(CC3CCCCC3)C2)n1 (centres undefined)	i	i
CC12CC3CC(C)(C1)CC(NCc1ccncc1)(C3)C2	i	i
O=C(CSc1nnc(CNC(=O)c2ccc(F)cc2)o1)NCc1ccc2c(c1)OCO2	i	i
O=C1/C(=C/c2cccs2)SC(=S)N1NS(=O)(=O)c1ccccc1	i	i
CCOC(=O)c1ccc(NC(=O)CSc2nnc(Cc3cccs3)n2C)cc1	i	i
O=C(NC(=S)Nc1ccccc1N1CCCC1)c1ccc(F)cc1	i	i
CN1C(=O)c2ccccc2C(C(=O)NCCCN2CCCC2=O)C1c1c[nH]c2ccccc12 (centres undefined)	i	i
c1ccc(-c2nnc(C3CC(c4ccncc4)=NO3)o2)cc1 (centres undefined)	i	i
COCCNC(=O)CSc1nc2cc3c(cc2c(=O)n1Cc1ccco1)OCO3	i	i
Cc1c(-n2c(O)c(C3=c4ccccc4=NC3=O)sc2=S)c(=O)n(-c2ccccc2)n1C	i	i
CC(C)(C)c1ccc(C(=O)N/N=C/c2ccc(OCCCF)cc2)cc1	i	i
COc1ccccc1NC(=O)c1ccc(S(=O)(=O)N2CCCC(C)C2)cc1 (centres undefined)	i	i
Cc1ccc2c(c1)c(C)cc(=O)n2CCC(=O)O	i	i
CCNC(=O)CSc1nnc(CN2CCCCCC2=O)n1-c1ccccn1	i	i
CCCCc1nn(-c2cc(Cl)ccc2OC)c2c1C(=O)CC(C)(C)C2	i	i
CC(=O)N[C@@H](CC(=O)N[C@H](CCC(=O)O)C(=O)O)C(=O)O	i	i
COc1ccc(N(CN2C(=O)C3CC=CCC3C2=O)C(=O)c2ccco2)cc1 (centres undefined)	i	i
Cc1ccc(NC(=O)c2ccoc2C)cc1C	i	i
COc1ccccc1C(=O)Nc1c2c(nn1-c1ccc(Cl)cc1)CS(=O)(=O)C2	i	i
COc1ccc(-c2ccc3c(N)c(C(=O)NC(C)C)sc3n2)cc1OC	i	i

Next records follow.
SMILES	CHT block	CHT PAM
N#Cc1c(-c2cccs2)cc(-c2cccnc2)nc1N	i	i
C=CCn1c2ccccc2c2nnc(SC(CC)C(=O)Nc3nc(C)c(C(=O)OCC)s3)nc21 (centres undefined)	i	i
CC(=O)NC1=NN(C(C)=O)C(c2ccccn2)S1 (centres undefined)	i	i
CC1(C)CC(NC(=O)C(=O)NCCc2ccccc2)CC(C)(C)N1	i	i
COc1cccc(/C=C/C(=O)OCC(=O)NCC2CCCO2)c1 (centres undefined)	i	i
Cc1cccn2cc(-c3cccc(S(=O)(=O)N4CCOCC4)c3)nc12	i	i
CCCCNC(=O)CC1N=C2c3ccccc3N=C(SCC(=O)Nc3cccc(C)c3)N2C1=O (centres undefined)	i	i
CN1C(=O)C(C(=O)Nc2ccccc2F)c2ccccc21 (centres undefined)	i	i
O=S(=O)(Nc1nc2cc3c(cc2nc1Cl)OCCO3)c1ccccc1	i	i
CCCCNC(=S)NNC(=O)C12CC3CC(CC(C3)C1)C2	i	i
O=C(NC(=S)Nc1ccc(C(=O)N2CCOCC2)cc1)c1ccc([N+](=O)[O-])cc1	i	i
CC(C)C(C)NC(=O)CN1C(=O)NC2(CCCCCC2)C1=O (centres undefined)	i	i
CCN(CC(=O)Nc1ccc(S(=O)(=O)N2CCCC2)cc1)Cc1ccccc1	i	i
O=C(c1cc(-c2ccc(Cl)cc2)on1)N1CCCC1	i	i
COc1ccc(C(=O)N(CN2CCCC2=O)c2ccccc2OC)cc1OC	i	i
Cn1c(=O)c2c(ncn2CC(=O)OCC(=O)Nc2cccc(Cl)c2)n(C)c1=O	i	i
Cn1cnc2c(=O)sc3ccccc3c21	i	i
COc1cc2c(C(=O)NCCCN3CCN(c4cccc(Cl)c4)CC3)cn(C)c(=O)c2cc1OC	i	i
CCOc1ccc(Oc2nc(Nc3ccc(C)cc3)nc(N(C)C)n2)nn1	i	i
CCc1c(C)nc(N2CCN(c3cccc(OC)c3)CC2)[nH]c1=O	i	i
CCOC(=O)N1CCN(C(=O)c2ccc(N3C(=O)c4ccccc4C3=O)cc2)CC1	i	i
